# High-throughput results deposited in PubChem by The Scripps Research Institute Molecular Screening Center.
# M1 antag = human M1 muscarinic receptor antagonists, primary screen, CHO-K1 cells, Fluo-8 calcium fluorescence, 1536-well. Muscarinic acetylcholine receptor M1 (Homo sapiens), P11229. CHO-K1 hM1, ACh EC80 antagonist. inhibition, % at 3 µM. 360,000 tested, 1.3% active;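 active = percent inhibition above its own plate's cutoff, namely the mean of that plate's compound wells plus 3 SD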;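 also: peak over basal fluorescence ratio during 140 s after agonist addition; 0% = ACh EC80 plus DMSO and 100% = DMSO alone without agonist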
# OXTR ag = human OXTR agonists, primary screen, fluorescence, CHO-OTR cells, Fluo-8 calcium | Oxytocin receptor (Homo sapiens), P30559 | Fluo-8 calcium fluorescence; normalized: DMSO 0%, oxytocin 100% | activation, % at 3 µM | 320,000 tested, 0.32% active | AID 2435, 2010;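 active = activation above the mean of all tested compounds plus 3 SD, cutoff set per screening run, cut at about 20% in these data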;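 also: peak over basal fluorescence ratio from a 100 s FLIPR kinetic read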
# Target sequence (P30559 whole entry, looked up): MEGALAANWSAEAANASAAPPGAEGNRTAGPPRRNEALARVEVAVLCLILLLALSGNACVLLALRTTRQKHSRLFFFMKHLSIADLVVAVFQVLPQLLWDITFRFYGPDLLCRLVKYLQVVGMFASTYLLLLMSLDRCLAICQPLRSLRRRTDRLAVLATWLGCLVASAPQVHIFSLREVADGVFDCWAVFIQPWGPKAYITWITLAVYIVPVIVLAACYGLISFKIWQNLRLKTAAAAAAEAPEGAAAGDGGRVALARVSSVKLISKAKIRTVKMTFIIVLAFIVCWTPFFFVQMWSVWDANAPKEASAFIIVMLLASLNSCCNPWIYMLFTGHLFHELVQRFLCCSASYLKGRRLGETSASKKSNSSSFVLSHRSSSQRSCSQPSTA
# TAAR1 ag = human TAAR1 agonists, primary screen, Fluo-8 calcium fluorescence, CHO RD-HGA16 cells; Trace amine-associated receptor 1 (Homo sapiens), Q96RJ0; vehicle wells 0%, saturating PEA agonist 100%; activation, % at 3 µM; 360,000 tested, 0.99% active;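 active = activation above the mean activation of all test compounds in the run plus 3 SD, cut at about 38% in these data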
# Target sequence (Q96RJ0 whole entry, looked up): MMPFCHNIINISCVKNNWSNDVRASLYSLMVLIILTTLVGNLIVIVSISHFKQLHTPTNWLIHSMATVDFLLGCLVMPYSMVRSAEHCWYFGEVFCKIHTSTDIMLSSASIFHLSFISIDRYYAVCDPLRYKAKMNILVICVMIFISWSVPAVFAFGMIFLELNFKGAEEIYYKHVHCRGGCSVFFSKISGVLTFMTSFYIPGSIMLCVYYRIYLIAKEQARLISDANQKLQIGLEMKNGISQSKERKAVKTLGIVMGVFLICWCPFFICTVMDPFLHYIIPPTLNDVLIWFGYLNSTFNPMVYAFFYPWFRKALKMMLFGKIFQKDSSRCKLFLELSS
#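 System: CHO-derived RD-HGA16 cells with stable Gα16 and human TAAR1 / Times: 17-24 h plating, Fluo-8 75 min 37 °C, 30 min RT / Technique: calcium-sensitive Fluo-8 signal, excitation 470-495, emission 515-575 nm / Measure: % activation relative to PEA EC100 response / Benchmarks: DMSO and PEA EC100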
# M1 ag = human M1 muscarinic receptor agonists, primary screen, Fluo-8 calcium fluorescence, CHO-K1 cells, HTS; 360,000 tested, 0.33% active; activation, % at 3 µM; CHO-K1 hM1, agonist mode; 0% DMSO, 100% acetylcholine EC100;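 active = activation above the run's mean compound activation plus 3 SD, cut at about 16% in these data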;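 also: peak over basal fluorescence ratio within a 140 s kinetic read after compound addition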
# V1aR counter = agonists of human V1a receptor, primary screen, counter-screen for OXTR agonist project, fluorescence, CHO-V1R cells. AID 2797, 2010. Vasopressin V1a receptor (Homo sapiens), P37288. Fluo-8 calcium fluorescence, agonist mode; 0% DMSO, 100% 3 nM vasopressin. 320,000 tested, 0.25% active. activation, % at 3 µM;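 active = activation above the mean activation of all tested compounds plus 3 SD, per screening run, cut at about 20% in these data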;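 also: signal is peak over basal fluorescence ratio across a 100 second FLIPR read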
# OXTR potentiator = human OXTR potentiators, primary screen, fluorescence, CHO-OTR cells, Fluo-8 calcium | 320,000 tested, 0.061% active | Oxytocin receptor (Homo sapiens), P30559 | activation, % at 3 µM | Fluo-8 calcium fluorescence, potentiator mode; 0% = oxytocin EC15, 100% = EC100 | AID 2445, 2010;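 active = activation above that plate's cutoff, the mean activation of tested compounds plus 3 SD, cut at about 6.6% in these data, passing the limit was not always enough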;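 also: 100% uses oxytocin at 75 nM as the full agonist control; some results filed as inactive read as strong as hits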
#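 System: human OTR in CHO cells; Also added: sub-maximal oxytocin, roughly EC15; Timing: compound 6 min at room temperature before oxytocin, 100 s read; Technique: Fluo-8 intracellular calcium fluorescence, ex 470-495, em 515-575 nm; Controls: oxytocin EC15 low and EC100 high; Replication: singlicate.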
# CHRM1 PAM = human M1 muscarinic receptor positive allosteric modulators, primary screen, CHO-K1 cells, Fluo-8 calcium fluorescence, 1536-well. Muscarinic acetylcholine receptor M1 (Homo sapiens), P11229. CHO-K1 hM1, ACh EC20; 0% = ACh EC20, 100% = maximal ACh. activation, % at 3 µM. 360,000 tested, 0.088% active. AID 588819, 2011; in the data active = activation above about 19%, passing the limit was not always enough
# TAAR1 antagonist = human TAAR1 antagonists, primary screen, Fluo-8 calcium fluorescence, CHO RD-HGA16 cells. inhibition, % at 3 µM. 360,000 tested, 1.5% active. antagonist. Trace amine-associated receptor 1 (Homo sapiens), Q96RJ0;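 active = inhibition above a per-plate cutoff, the mean inhibition of test compounds on that plate plus 3 SD, cut at about 49% in these data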;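 also: 0% = DMSO plus EC80 beta-PEA response and 100% = DMSO alone without agonist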
#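 Test system: RD-HGA16 CHO cells with stable hTAAR1 and Gα16 / Probe or stimulus: EC80 β-phenethylamine stimulus / Times: seeding 17-24 h prior, 75-min 37 °C, 30-min RT dye loading / Detection: Fluo-8 calcium-sensitive fluorescence / Read-out basis: % inhibition scaled between DMSO and EC80 PEA controls / Repeats: singlicate, one well per test compound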
# CHO parental Ca = ATP-evoked calcium signal inhibitors, parental CHO, primary screen, counter-screen for OX1R antagonist project, cell-based, fluorescence, Fluo-8 calcium dye | parental CHO-K1, ATP-induced calcium, Fluo-8 fluorescence | inhibition, % at 5.6 µM | 330,000 tested, 0.63% active;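 active = inhibition above that plate's mean sample inhibition plus 3 SD, cut at about 26% in these data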;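 also: 0% = ATP-challenged DMSO wells and 100% = DMSO wells without ATP; some compounds past the cut are filed as inactive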
#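 Assay system: parental CHO cells; Read-out basis: percent inhibition of ATP-evoked calcium rise, normalized to controls; Benchmarks: ATP and no-ATP DMSO wells; Compound dosing: single nominal dose of 5.6 µM per compound; Signal: Fluo-8 calcium dye fluorescence; Also added: ATP as calcium-mobilizing challenge; Repeats: singlicate.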
# Numbers without * were called inactive; x = not tested or not shown. A portion of the library, so the mix of outcomes need not match the whole.
compound,M1 antag,OXTR ag,TAAR1 ag,M1 ag,V1aR counter,OXTR potentiator,CHRM1 PAM,TAAR1 antagonist,CHO parental Ca
CCN1CCN(C(=O)Cc2ccc(C)cc2)CC1,-16.8,2.4,-0.3,-10.1,2.4,0.2,8.2,-3.7,2.3
COC(=O)C1=C(c2c(C)noc2C)C[C@@H]2CC[C@H]1N2C(=O)NC(C)C,-7.8,-0.1,12.8,-2.7,-0.2,0.9,3.2,4.2,-4.7
CC1(C)CN=C(Nc2ccccc2C(F)(F)F)S1,26.8,9.9,5.0,-5.5,3.7,-16.0,-8.8,-2.3,-19.2
COC(=O)C1=C(c2ccccc2OCc2ccccc2)C[C@@H]2CC[C@H]1N2C(=O)NCc1ccc(Br)cc1,3.4,2.5,11.8,-2.2,2.7,-6.6,0.8,27.2,-29.8
C=CCN1CC[C@@]2(C)c3cc(O)ccc3CC1[C@@H]2C,-12.5,-0.2,0.1,-8.3,-0.1,-7.4,-4.9,-15.8,-15.9
CN(C)c1ccc([N+](=O)[O-])c([N+](=O)[O-])c1,-4.0,x,2.8,-0.7,x,x,2.9,5.6,x
O=C1NC(=O)N(c2ccccc2F)C(=O)/C1=C/c1cn(CC(=O)N2CCOCC2)c2ccccc12,x,0.5,3.0,x,1.4,-15.2,x,-4.2,-1.2
Cc1c(-c2cccc(Cl)c2)nc2ccccc2c1C(=O)N1CCC2(CC1)OCCO2,11.7,1.2,9.1,-2.1,3.8,-9.9,-5.7,22.6,-19.9
Cc1ccc(S(=O)(=O)N2CCC(C(=O)N3CCC4(CC3)OCCO4)CC2)cc1,-8.0,-0.5,7.2,4.4,0.7,-1.4,15.9,-6.3,5.2
Fc1ccc2c(c1)nnn2C1CCN(Cc2ccccc2)CC1,6.3,-0.2,4.7,-5.3,0.0,-10.3,0.0,-2.2,-23.9
O=C(c1ccc2nc3ccc(Cl)cc3c(=O)n2c1)N1CCC2(CC1)OCCO2,-1.5,1.1,0.5,-2.3,0.3,-1.5,3.8,8.0,-5.2
CN1CCN(c2c(N)c(=O)oc3ccccc23)CC1,32.2,0.8,11.3,-12.0,2.0,-4.4,-21.6,-21.9,1.3
CC(C)CCC1(CCc2ccncc2)C(=O)NC(=O)NC1=O,-2.9,1.0,0.7,-4.5,0.5,-1.2,3.4,-0.9,2.9
CCCN1CC[C@@H]2c3cc(O)ccc3CC[C@@H]21,-21.4,0.2,-0.3,-6.4,1.0,-1.4,-1.3,-0.7,2.1
c1cc2c(cc1C1OCC3C(c4ccc5c(c4)OCO5)OCC13)OCO2 (stereo not given),-6.8,-1.3,16.8,-3.9,0.5,-7.0,3.3,20.4,10.5
CCCCn1c(O)c(C(C)=NCCc2c[nH]c3ccccc23)c(=O)[nH]c1=O,6.8,3.1,8.9,-0.4,3.3,-9.8,-4.7,14.5,-35.1
CC12CN3CC(C)(CN(C1)C3c1cccs1)C2 (stereo not given),8.3,0.0,8.2,-5.7,-0.8,2.9,-3.6,-4.9,-9.4
CCc1ccccc1NC(=O)CNC1CCCCC1,-8.6,0.5,6.9,-6.8,0.7,-23.2,10.3,6.7,-19.5
Cc1nn(Cc2ccccc2)c(C)c1C(=O)NCc1ccccc1F,4.6,-0.8,22.8,-4.2,-0.3,-7.6,4.4,-5.4,-12.1
COc1ccc(-c2ccc3c(c2)CNCc2cnnn2-3)cc1,-1.9,x,1.8,-7.1,x,x,5.8,20.6,x
CN1C(=O)C(=Cc2ccccc2OS(=O)(=O)c2ccccc2)C(=O)N(C)C1=O,-8.9,-1.0,4.9,-2.9,0.1,-3.5,12.9,-22.9,15.6
O=[N+]([O-])c1ccc(Cl)c([N+](=O)[O-])c1,-17.7,-0.4,1.2,10.2,-0.9,-7.4,12.3,-5.8,-0.3
Cc1ccc2nc(C)n(-c3ccc(F)cc3)c(=O)c2c1,-4.6,-1.0,0.0,-6.6,0.4,-6.2,7.2,15.8,-0.7
COc1cc2c(cc1OC)C1[C@H]3C(=CC[C@H]1OC2O)CCN3C (stereo not given in full),2.8,0.4,4.6,-4.1,1.4,-2.6,0.5,-15.4,-1.0
Nc1c(C(=O)NCCc2ccccc2)c2nc3ccccc3nc2n1CCN1CCOCC1,9.6,9.4,71.1*,-4.6,6.3,-11.7,3.3,73.6*,19.3
O=C(c1cc2c(s1)CCCCCC2)N1CCC2(CC1)OCCO2,-10.2,-1.1,11.6,-2.6,-0.1,-1.5,5.0,24.2,-5.2
Cc1nn(-c2ccccc2)c(C)c1NC(=O)COC(=O)Cc1ccccc1,25.9,-0.3,4.0,-1.6,0.3,-5.2,-11.2,22.8,-0.9
COc1ccc(-[n+]2c(-c3ccccc3)cc(-c3ccccc3)cc2-c2ccccc2)cc1,x,1.0,14.2,x,0.2,-6.7,x,11.6,21.9
CC(=O)OC1(c2ccccc2)CCN(C)CC1(C)C (stereo not given),-11.5,0.1,0.7,-5.9,0.3,-6.2,11.5,10.2,-3.5
CCOC(=O)C1CCN(C(C)C(=O)c2c(C)[nH]c3cc(C)ccc23)CC1 (stereo not given),7.0,1.5,16.5,-6.2,0.2,-9.8,-14.8,-9.2,-4.0
CCCCP(=O)(O)CCC(=O)O,-6.8,1.3,4.8,-3.8,1.1,-5.0,4.7,3.8,-10.9
O=P1(c2ccccc2)CC=CC1,-1.6,x,3.2,-2.1,x,x,1.5,-3.7,x
CC1([N+](=O)[O-])COP(=O)(NCc2cccnc2)OC1 (stereo not given),-9.2,x,0.7,-1.9,x,x,3.5,-13.9,x
CCCCNC(=O)NC(C(N)=O)P(=O)(OCC)OCC (stereo not given),-19.6,0.1,2.9,-2.8,0.0,0.9,3.5,-17.1,-1.8
CCCCCn1c(=O)c(C(=O)Nc2ccccc2Cl)c(O)c2ccccc21,-11.9,0.5,-0.1,0.3,0.2,-0.7,5.6,-21.5,-1.9
Cc1cc(N2C(=O)CC(N3CCC(n4c(=O)[nH]c5ccccc54)CC3)C2=O)no1 (stereo not given),-5.9,-0.3,1.9,-1.9,-0.1,6.0,-1.0,-17.4,-10.6
COc1ccccc1Cn1c(SCC(=O)C(C)(C)C)nc2cc(C(=O)N3CCC4(CC3)OCCO4)ccc2c1=O,x,0.0,x,x,-0.4,-0.3,x,x,-0.5
O=C(Cc1ccccc1)OCCN1CCCCC1,34.0*,-0.1,11.4,-6.3,-0.7,0.5,-20.3,17.9,-12.2
CCCC(=O)Nc1cc(C(=O)N2CCC3(CC2)OCCO3)ccc1S(=O)(=O)c1ccc(C)cc1,1.8,-0.6,6.9,-7.9,-0.2,-0.1,-0.2,3.5,-9.1
CCN(CC)CCN=Cc1c(O)n(CCC2=CCCCC2)c(=O)[nH]c1=O,-1.6,0.9,9.6,-0.8,2.8,-15.8,2.4,-8.7,-7.0

# Overlap with the part before: 2 compounds; new compounds follow.
compound,M1 antag,OXTR ag,TAAR1 ag,M1 ag,V1aR counter,OXTR potentiator,CHRM1 PAM,TAAR1 antagonist,CHO parental Ca
CCCC(=O)Nc1cc(C(=O)N2CCC3(CC2)OCCO3)ccc1S(=O)(=O)c1ccc(C)cc1,1.8,-0.6,6.9,-7.9,-0.2,-0.1,-0.2,3.5,-9.1
CCN(CC)CCN=Cc1c(O)n(CCC2=CCCCC2)c(=O)[nH]c1=O,-1.6,0.9,9.6,-0.8,2.8,-15.8,2.4,-8.7,-7.0
Cc1cccc(NC(=O)OC2CN3CCC2CC3)c1 (stereo not given),30.4,0.2,1.6,-8.6,1.2,-8.8,-18.9,-7.6,-4.6
CC1CN(c2ccc([N+](=O)[O-])c(N3CCCCC3)c2)CCN1 (stereo not given),-6.4,3.9,7.9,-8.2,2.2,-7.4,0.8,-20.6,-8.3
CCN1C(=O)C(=C2C=C(C)OC(C)=C2)C(=O)N(CC)C1=S,-4.5,-0.2,0.8,-8.8,0.3,-9.4,5.6,1.3,-7.7
O=C1CC=C2C3CC4N(CCC45c4ccccc4N1C25)CC3=CCO (stereo not given),-10.4,x,0.7,-0.9,x,x,10.0,10.3,x
CN1CCN(/N=C/c2c(O)n(C)c(=O)n(C)c2=O)CC1,-5.8,-0.1,2.9,-5.1,0.8,-2.2,5.7,-14.8,-4.1
COC(=O)C1=C(c2cccc3c2S(=O)(=O)c2ccccc2-3)C[C@@H]2CC[C@H]1N2C(=O)N1CCOCC1,2.2,1.3,3.6,-3.2,0.8,-2.9,2.1,9.7,-10.1
CCOC(=O)c1cncn1C(C)c1ccccc1 (stereo not given),-17.3,-1.5,1.4,-2.3,-0.1,-2.4,2.6,-2.6,-1.0
ClCCOCOCCCl,-2.2,1.5,1.1,-0.7,0.4,-0.2,6.1,-11.4,-10.4
COc1ccc2c(c1)c(C(=O)C(C)N1CCCCC1)c(C)n2C (stereo not given),1.3,0.8,-0.5,-3.2,0.6,-6.8,-1.8,3.0,-5.4
COC(=O)C1=C(c2ccc(-c3ccccc3)c(F)c2)C[C@@H]2CC[C@H]1N2C(=O)NCCOc1ccc(OC)cc1,20.9,0.8,1.0,-2.2,2.2,-9.7,-7.2,-14.0,-3.3
CCC(=O)N1N=C2C3CCN(CC3)C2C1c1ccccc1 (stereo not given),-28.3,0.6,10.4,0.4,-0.4,2.1,5.9,-21.5,0.3
CC(=NCc1ccc2c(c1)OCO2)c1c(O)n(Cc2ccccc2)c(=O)[nH]c1=O,5.8,-1.3,9.6,-1.3,0.6,-10.6,-1.2,7.7,-20.2
